Nrf2 ARE act: qHTS of Nrf2 Activators; actives 0.31% (n = 410,000); AID 624171, 2012; AREc32 ARE-luciferase reporter (MCF7-derived line), luminescence, 24 h; Potency, µM (doses to about 46.1 µM), without a hit: at the top dose activation, hits mostly activators; further: potency means the concentration at half of the fitted maximal effect; % of control where 0% means no effect; nearly all actives have a fitted effect of over 65% in size
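Quantitative high-throughput format: AREc32 reporter cells, 1000 per well, received compound by pin transfer and were incubated 24 hr at 37 deg C, 5% CO2, before Steady-Glo luminescence detection.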
EPAC2 antag: qHTS for Antagonist of cAMP-regulated guanine nucleotide exchange factor 2 (EPAC2): primary screen; Potency, µM (top dose mostly 114 µM), for the others: at the top dose activity, negative = inhibition, hits mostly inhibitors; actives 0.18% (n = 360,000); EPAC2 GEF exchange of Rap1B-BODIPY-GDP, fluorescence; further: potency means the concentration at half of the fitted maximal effect; on the % scale 0 is the no-effect control and ±100 the full control effect; nearly all actives have a fitted effect of over 45% in size; many of its hits are not listed in these tables
Target sequence (Q8WZA2 whole entry, looked up): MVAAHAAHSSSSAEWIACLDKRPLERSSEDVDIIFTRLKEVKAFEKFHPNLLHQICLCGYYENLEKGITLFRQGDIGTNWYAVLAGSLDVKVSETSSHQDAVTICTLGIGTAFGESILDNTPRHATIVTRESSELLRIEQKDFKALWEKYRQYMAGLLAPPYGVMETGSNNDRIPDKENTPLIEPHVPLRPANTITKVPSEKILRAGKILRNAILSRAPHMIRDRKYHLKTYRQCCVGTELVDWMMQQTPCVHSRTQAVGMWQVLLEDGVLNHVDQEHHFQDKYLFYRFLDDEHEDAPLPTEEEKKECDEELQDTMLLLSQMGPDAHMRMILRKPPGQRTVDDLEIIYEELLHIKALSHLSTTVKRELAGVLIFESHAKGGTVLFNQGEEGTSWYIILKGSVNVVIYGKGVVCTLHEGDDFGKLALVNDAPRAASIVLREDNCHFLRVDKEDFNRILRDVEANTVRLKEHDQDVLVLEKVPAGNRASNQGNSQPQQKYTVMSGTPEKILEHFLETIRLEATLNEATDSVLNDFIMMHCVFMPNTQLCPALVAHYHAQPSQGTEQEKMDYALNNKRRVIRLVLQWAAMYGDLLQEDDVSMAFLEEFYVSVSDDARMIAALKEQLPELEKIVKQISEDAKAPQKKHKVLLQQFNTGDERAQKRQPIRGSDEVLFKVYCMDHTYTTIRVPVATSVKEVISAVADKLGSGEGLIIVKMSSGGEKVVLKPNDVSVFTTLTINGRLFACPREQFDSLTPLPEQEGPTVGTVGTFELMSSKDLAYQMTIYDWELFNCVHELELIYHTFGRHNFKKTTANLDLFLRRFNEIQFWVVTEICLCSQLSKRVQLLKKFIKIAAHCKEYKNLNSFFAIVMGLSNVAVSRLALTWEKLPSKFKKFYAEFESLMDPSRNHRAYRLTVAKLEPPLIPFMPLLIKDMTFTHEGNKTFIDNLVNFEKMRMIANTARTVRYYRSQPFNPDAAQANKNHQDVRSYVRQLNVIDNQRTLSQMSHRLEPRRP
EPAC2 agonist: qHTS for Agonist of cAMP-regulated guanine nucleotide exchange factor 4 (EPAC2): primary screen; Rap guanine nucleotide exchange factor 4 (Homo sapiens), Q8WZA2; EPAC2 activation, biochemical qHTS; response scale: 100% = 6.5 mM cAMP response; Potency, µM (series often up to 154 µM), inactives show at the highest dose activation, most hits filed as activators; actives 0.079% (n = 360,000); further: potency means the concentration at half of the fitted maximal effect; nearly all actives have a fitted effect of over 50% in size
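Setup: EPAC2 100 nM, labeled Rap1B complex 250 nM, free GDP 50 uM. Compound titrations pinned in, brief spin, 5 min room temperature incubation. Kinetic fluorescence read over 30 min, normalized to 6.5 mM cAMP.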
Akt phos inh: HTS Assay for Inhibitors of Akt Phophorylation: Primary Screen; Neuro2A IGF-stimulated pAkt S473 HTRF, 20 min; active compounds read low; AID 651550, 2012; actives 0.32% (n = 360,000); activity change, % for hits at 50 µM; in the data active means activity change below about -80%; inconclusive means mostly about -51% to -80%; further: on the % scale 0 is the no-effect control and ±100 the full control effect
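Single-point screen (50 µM final compound) in Neuro2A cells stimulated 20 min with 6 nM IGF at 37 deg C. After lysis, Ser473-phosphorylated Akt read by HTRF (ex 330 nm, em 615/665 nm) as the 665/615 ratio.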
TGFb inhibitor: qHTS for Inhibitors of TGF-b | AID 588855, 2011 | HepG2 CAGA-GFP TGF-b/SMAD3 reporter, GFP fluorescence, 18 h; TGF-beta stimulated, 500 pg/mL final | Potency, µM (highest dose often 46.1 µM), for inactives: at the highest dose activity, negative = inhibition, usual class: inhibitors | actives 1.2% (n = 410,000); further: potency means the concentration at half of the fitted maximal effect; on the % scale 0 is the no-effect control and ±100 the full control effect; nearly all actives have a fitted effect of over 65% in size
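Read-out: total well GFP (ex488/em500-530) summed from mean per-cell fluorescence. Cells: HEPG2 CAGA-GFP, 1% FBS DMEM, 18 h at 37 degrees C with 500 pg/mL final TGF-beta. Unstimulated wells served as the full-inhibition control; stimulated DMSO wells = 0%.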
A549 tox: Nrf2 qHTS screen for inhibitors: counterscreen for cytotoxicity. Potency, µM (series often up to 46 µM), for inactives: at the highest dose activity change, negative = cytotoxicity, hits mostly inhibitors. A549 ARE-Fluc cells, CellTiter-Fluor viability, 18-24 h. AID 504648, 2011. actives 0.16% (n = 390,000); further: potency means the concentration at half of the fitted maximal effect; on the % scale 0 is the no-effect control and ±100 the full control effect
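A549 ARE-Fluc cells in 5% FBS OPTI-MEM, 5000 cells/well, rested 2 h then exposed to compounds in concentration-response for 18-24 h at 37 °C. Viability by CellTiter-Fluor fluorescence (Ex 405/Em 525) after 30 min; luciferase luminescence (BugLite, 15 min, RT) read afterwards.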
* marks the source's active call; other numbers are inactive results; i = inactive; u = inconclusive; x = no result given. Unless noted, the call rests on the fitted dose curve; in most records, active means well fitted curve in the direction sought with a large enough effect; inconclusive means small, poorly fitted or top-dose-only effect, or another doubt; inactive means no such curve, though single readings can be large; an effect the other way counts as inactive or inconclusive.

SMILES	Nrf2 ARE act	EPAC2 antag	EPAC2 agonist	Akt phos inh	TGFb inhibitor	A549 tox
CCc1ccc(NC(=O)CCc2c(C)n(C)c3cc(-c4ccccc4C)nn3c2=O)cc1	-1.1%	x	x	x	0%	-3%
COC(=O)c1ccc(Cl)cc1NC(=O)NCCc1c(C)nn(C)c1C	0.1%	x	x	x	16%	1%
CCOC(=O)c1cc(-c2ccc(F)cc2)n(CC(=O)NCc2ccc(OC)cc2)c1C	0.0%	x	x	x	-3%	-10%
Cc1cccc(C(=O)Nc2cccc(C(=O)OCc3cc(=O)n4nc(C5CC5)sc4n3)c2)c1	4.7%	x	x	x	-33%	-6%
CCn1nc(C)c(CCN(C)C(=O)Nc2ccc(C)c(Cl)c2)c1C	0.0%	x	x	x	u	-8%
COc1ccc(-c2nn3c(=O)cc(CN4CCN(C(=O)/C=C/c5ccccc5)CC4)nc3s2)cc1	-0.4%	x	x	x	-17%	7%
Cc1cccn2c(=O)cc(COc3ccc(NC(=O)COc4ccc(F)cc4)cc3)nc12	-1.6%	x	x	x	18%	4%
CC1=C(C(N)=O)C(c2cccc(F)c2)n2nc(SCc3ccccc3)nc2N1 (stereo unspecified)	-1.4%	x	x	x	2%	-1%
CCc1ccccc1NS(=O)(=O)c1ccc2c(c1)CCCN2C(=O)C1CCC1	0.7%	x	x	x	u	2%
COc1ccc(Cn2ccnc2SCC(=O)Nc2ccc3c(c2)OCO3)cc1	0.2%	x	x	x	u	-1%
COc1cccc(CNC(=O)Cn2c(=O)n3nc(-c4cccc(F)c4)nc3c3ccccc32)c1	u	x	x	x	3%	-1%
COc1ccccc1N1CCN(c2ncc3c(n2)CCN(Cc2ccc(C)s2)C3)CC1	-0.7%	x	x	x	-5%	1%
COc1ccccc1CNC(=O)c1oc2ccc(S(=O)(=O)N3CCCCC3)cc2c1C	1.1%	x	x	x	-15%	11%
Cc1ccc(Cn2c(SCC(=O)NCc3ccccc3Cl)nc3ccsc3c2=O)cc1	-0.8%	x	x	x	21%	-1%
Cc1ccc(-n2ncc3c(N4CCN(CCO)CC4)ncnc32)cc1Cl	5.3%	x	x	x	33%	9%
Cc1ccc(-c2cn3cccnc3n2)cc1NC(=O)Cc1ccccc1	2.0%	x	x	x	3%	0%
O=C(NCC(c1cccs1)S(=O)(=O)c1cccs1)c1ccc(Cl)cc1 (stereo unspecified)	6.9%	x	x	x	-21%	-3%
COc1ccc(NC(=O)C2CCN(S(=O)(=O)c3ccc4[nH]c(=O)ccc4c3)CC2)c(OC)c1	-0.4%	x	x	x	6%	-1%
Cc1c(C(=O)Nc2ccccc2Br)oc2ccc(S(=O)(=O)N3CCOCC3)cc12	0.5%	x	x	x	0%	-5%
CCCCNC(=O)C(CC)Sc1nc2ccccc2c(=O)n1CCc1ccc(OC)c(OC)c1 (stereo unspecified)	0.2%	x	x	x	-28%	2%
CC(=O)c1cccc(NC(=O)c2ccc(-n3c(C)nnc3C)cc2)c1	0.4%	x	x	x	-9%	-2%
COc1ccc(S(=O)(=O)n2nc(C)c(S(=O)(=O)N3CCC(C)CC3)c2C)cc1C	0.4%	x	x	x	-14%	1%
COc1ccc(Br)cc1CNC(=O)C1COc2ccccc2C1 (stereo unspecified)	-0.1%	x	x	x	-13%	-1%
CC(=O)c1ccc(N2CCN(C(=O)C3CCN(S(=O)(=O)c4c(C)noc4/C=C/c4ccc(C)cc4)CC3)CC2)cc1	5.4%	x	x	x	u	1%

As entered above:
CCCCNC(=O)C(CC)Sc1nc2ccccc2c(=O)n1CCc1ccc(OC)c(OC)c1 (stereo unspecified) in Nrf2 ARE act = 0.2%
O=C(NCC(c1cccs1)S(=O)(=O)c1cccs1)c1ccc(Cl)cc1 (stereo unspecified) in Nrf2 ARE act = 6.9%

New compounds follow:
SMILES	Nrf2 ARE act	EPAC2 antag	EPAC2 agonist	Akt phos inh	TGFb inhibitor	A549 tox
O=S(=O)(NCc1nc2cccnc2n1Cc1ccccc1Cl)c1ccc2c(c1)CCCC2	4.5%	x	x	x	u	-9%
COc1ccc(NC(=O)C2Cc3ccccc3CN2S(=O)(=O)c2ccccc2)cc1OC (stereo unspecified)	3.1%	x	x	x	u	11%
COC(=O)c1cccc(NC(=O)N(C)CCc2c(C)nn(C)c2C)c1	-0.7%	x	x	x	-33%	2%
CCOc1ccc(S(=O)(=O)NCCc2csc3nc(-c4ccc(F)cc4)nn23)cc1	3.6%	x	x	x	u	-14%
CCC(=O)C1=C(c2ccccc2)N(C(=O)CC)n2c(nnc2-c2ccccc2)S1	1.6%	x	x	x	-2%	2%
COc1cn(CC(=O)Nc2cccc(C)c2C)c(CN2CCCCC2)cc1=O	0.0%	x	x	x	26%	2%
CCc1nn2c(=O)cc(COC(=O)c3cccc(NC(=O)c4ccccc4Cl)c3)nc2s1	1.1%	x	x	x	0%	-10%
Cc1ccc2[nH]c(CSc3nnc(NC(=O)c4ccccc4F)s3)cc(=O)c2c1	-0.3%	x	x	x	-3%	-9%
Nc1nc2ccccc2cc1C(=O)NCc1cccs1	x	1%	6%	i	x	x
CCCCNC(=O)C[C@@H]1C[C@@]2(C(=O)OC)CCCCC=C2N(Cc2ccc3c(c2)OCO3)C1=O	x	10%	3%	i	x	x
Cc1ccc(CN2C(=O)CN(S(C)(=O)=O)CC2(C)C(=O)NC(C)C)cc1 (stereo unspecified)	x	6%	0%	i	x	x
O=[N+]([O-])c1ccc(Br)c(CN2CCN(c3ncc(Cc4ccccc4)cn3)CC2)c1	x	6%	3%	i	x	x
Nc1nc2ncccn2c1-c1ccc(C(F)(F)F)cc1	x	1%	3%	i	x	x
COC(=O)/C=C1\OCc2cc(C)ccc21	x	-1%	14%	i	x	x
CC(C)NC(=O)C1(C)CN(S(C)(=O)=O)CC(=O)N1CCc1ccc(O)cc1 (stereo unspecified)	x	-1%	9%	i	x	x
CCCCOCCCNC(=O)C[C@@H]1C[C@@]2(C(=O)OC)CC(C)(C)CC=C2N(Cc2ccc3c(c2)OCO3)C1=O	x	u	-3%	i	x	x
CCCCCNC(=O)C(c1ccncc1)n1c(=O)c(-c2ccco2)nc2ccccc21 (stereo unspecified)	x	-9%	-9%	i	x	x
CCCNC(=O)Nc1ccc2c(c1)OC[C@H](C)N(C(=O)C1CCCCC1)C[C@@H](C)[C@H](OC)CN(C)C2=O	x	1%	-4%	i	x	x
Oc1ccc(Cl)c(CN2CCN(c3ncc(Cc4ccccc4)cn3)CC2)c1	x	3%	16%	i	x	x
CCOC(=O)C[C@@H]1OC[C@H](C)N1S(=O)(=O)c1ccc(C)cc1	x	3%	8%	i	x	x
CC(C)(C)NC(=O)C(c1ccc(-c2ccccc2)cc1)n1c(=O)c(-c2cc3ccccc3[nH]2)nc2ccccc21 (stereo unspecified)	x	4%	3%	i	x	x
CC(C)NC(=O)C1(C)CN(S(C)(=O)=O)CC(=O)N1CCOc1ccccc1 (stereo unspecified)	x	0%	-7%	i	x	x
COC(=O)[C@]12CCCCC=C1N(Cc1ccc3c(c1)OCO3)C(=O)[C@H](CC(=O)N1CCOCC1)C2	x	-4%	10%	i	x	x
O=C(NCc1ccccc1)C(c1cccc2ccccc12)n1c(=O)c(-c2ccco2)nc2ccccc21 (stereo unspecified)	x	-3%	5%	i	x	x

Entries of single compounds, quoted from the list:
CC(C)NC(=O)C1(C)CN(S(C)(=O)=O)CC(=O)N1CCc1ccc(O)cc1 (stereo unspecified) reads Nrf2 ARE act: x; EPAC2 antag: -1%; EPAC2 agonist: 9%; Akt phos inh: i; TGFb inhibitor: x; A549 tox: x
O=C(NCc1ccccc1)C(c1cccc2ccccc12)n1c(=O)c(-c2ccco2)nc2ccccc21 (stereo unspecified) reads Nrf2 ARE act: x; EPAC2 antag: -3%; EPAC2 agonist: 5%; Akt phos inh: i; TGFb inhibitor: x; A549 tox: x
CCCCOCCCNC(=O)C[C@@H]1C[C@@]2(C(=O)OC)CC(C)(C)CC=C2N(Cc2ccc3c(c2)OCO3)C1=O reads Nrf2 ARE act: x; EPAC2 antag: u; EPAC2 agonist: -3%; Akt phos inh: i; TGFb inhibitor: x; A549 tox: x

Next section:
SMILES	Nrf2 ARE act	EPAC2 antag	EPAC2 agonist	Akt phos inh	TGFb inhibitor	A549 tox
O=C(NC1CCCCC1)C(c1ccnc2ccccc12)n1c(=O)c(-c2ccccc2)nc2ccccc21 (stereo unspecified)	x	7%	-1%	i	x	x
CCCCNC(=O)C1C(c2ccc(OC)cc2)=Nc2ccccc2N1C(=O)Cc1cc(OC)cc(OC)c1 (stereo unspecified)	x	18%	15%	i	x	x
COCC(=O)N[C@H]1CC[C@@H](CC(=O)NCc2ccccc2OC)O[C@@H]1CO	x	5%	-1%	i	x	x
COc1ccccc1N1CCN(C2C(=O)Nc3ccccc3-n3nnnc32)CC1 (stereo unspecified)	x	2%	5%	i	x	x
COC(=O)C1(C(=O)OC)c2ccccc2CN(S(=O)(=O)c2ccc(C)cc2)C1CC(C)=O (stereo unspecified)	x	-11%	2%	i	x	x
CC(C)NC(=O)C1(C)CSCC(=O)N1CCCn1ccnc1 (stereo unspecified)	x	0%	5%	i	x	x
Cc1nc2ccccc2n1C(C)c1nc2ccccc2n1CC(=O)c1ccc(OC(F)(F)F)cc1 (stereo unspecified)	x	-20%	-4%	i	x	x
CC(c1nc2ccccc2[nH]1)n1c(=O)c(-c2cccs2)nc2ccccc21 (stereo unspecified)	x	3%	-2%	i	x	x
O=C(NCc1ccccc1)C(c1ccncc1)n1c(=O)c(-c2cc3ccccc3[nH]2)nc2ccccc21 (stereo unspecified)	x	1%	20%	i	x	x
Cc1cccc(C)c1NC(=O)C(c1ccncc1)n1c(=O)c(-c2ccco2)nc2ccccc21 (stereo unspecified)	x	15%	11%	i	x	x
COc1ccc(NC(=O)c2cc(-c3sc(NC(=O)c4ccccc4)nc3C)n(-c3ccc(Br)cc3)n2)cc1	x	1%	8%	i	x	x
Cc1cccc(C)c1NC(=O)C(CCc1ccccc1)n1c(=O)c(-c2cc3ccccc3[nH]2)nc2ccccc21 (stereo unspecified)	x	-1%	7%	i	x	x
COC(=O)[C@@]12C[C@@H](CC(=O)NCCCCc3ccccc3)C(=O)N(Cc3cccc4ccccc34)C1=CCC(C)(C)C2	x	-6%	0%	i	x	x
COC(=O)[C@@]12C[C@@H](CC(=O)NCCCN3CCCC3=O)C(=O)N(CCc3ccc(OC)c(OC)c3)C1=CCC(C)(C)C2	x	-10%	-2%	i	x	x
COc1ccc(C(C(=O)NC(C)(C)C)n2c(=O)c(-c3ccccc3)nc3ccccc32)cc1 (stereo unspecified)	x	-14%	11%	i	x	x
CCOC(=O)[C@]12CCCC=C1N(CCc1ccc(OC)c(OC)c1)C(=O)[C@H](CC(=O)NCc1ccccc1)C2	x	-2%	9%	i	x	x
COC(=O)C1(C(=O)OC)c2ncccc2N(S(=O)(=O)c2ccc(C)cc2)C1CC(=O)c1ccccc1 (stereo unspecified)	x	1%	6%	i	x	x
CC(C)(C)OC(=O)Nc1ccccc1-n1nnnc1C(C(=O)c1ccc(F)cc1)N1CCN(c2ccccn2)CC1 (stereo unspecified)	x	2%	-17%	i	x	x

Screening data deposited in PubChem by National Center for Advancing Translational Sciences (NCATS).

The list is partial; the hit share may differ from the screen's.
